Screening data from PubChem BioAssay.
NadD inh: inhibitors of S. aureus NadD, primary screen, biochemical, colorimetric, uHTS | AID 602399, 2012 | inhibition, % at 20 µM | 360,000 tested, 0.78% active | Nicotinate-nucleotide adenylyltransferase NadD (Staphylococcus aureus N315) | purified NadD enzyme, colorimetric absorbance read-out; in the data active = inhibition above about 26%; note: some compounds past the cut are filed as inactive
TbMetRS inhib: T. brucei MetRS inhibitors, primary screen, biochemical, luminescence; methionyl-tRNA synthetase (Trypanosoma brucei brucei); purified T. brucei MetRS, ATP depletion, Kinase-Glo luminescence; inhibition, % at 11.9 µM; 360,000 tested, 0.4% active;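 active = inhibition above a per-plate cutoff of the control wells' mean inhibition plus 3 SD, cut at about 5.5% in these data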;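 note: 0% = DMSO wells median and 100% = median of wells with control inhibitor compound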
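assay system = parasite MetRS enzyme | timing = 15 min preincubation, 2 h reaction, all 25 °C | evaluation = percent inhibition relative to median high and low control wells | medium = HEPES buffer containing pyrophosphatase, BSA, spermine, DTT | compound = single dose, 11.9 µM final nominal, 0.9% final DMSO | detection = Kinase-Glo luminescence, ATP depletion format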
STEP block: STEP phosphatase inhibitors, primary screen, biochemical, fluorescence intensity, uHTS; inhibition, % at 20 µM; Tyrosine-protein phosphatase non-receptor type 5 (Homo sapiens), P54829; recombinant STEP, OMFP fluorogenic substrate; 360,000 tested, 0.25% active;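 active = inhibition at 20 µM, scaled per plate between control wells, above about 37%, limit read from the data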;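 note: 0% = DMSO with enzyme and substrate and 100% = substrate only without enzyme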
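Assay system: isolated STEP enzyme / Timing: 20 min at room temperature, dark / Doses: 20 µM, 1% DMSO / Technique: fluorescence intensity, excitation 480 nm, emission 540 nm / Reagent: fluorogenic phosphatase substrate OMFP at 25 µM final / Measure: percent inhibition scaled to no-enzyme and uninhibited-enzyme controls, plate-pattern corrected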
LMPTP inh: LMPTP phosphatase inhibitors, primary screen, biochemical, fluorescence intensity, uHTS. Low molecular weight phosphotyrosine protein phosphatase (Homo sapiens), P24666. recombinant LMPTP-A, OMFP fluorogenic substrate. inhibition, % at 20 µM. 360,000 tested, 0.22% active. AID 651560, 2012;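 active = compounds that cut the enzyme signal by at least half of the control window in the single-dose screen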;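 note: plate controls were DMSO wells with enzyme plus substrate for no effect and substrate without enzyme for full effect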
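Test system: LMPTP-A phosphatase enzyme. Amount: LMPTP-A at 0.625 nM final in the reaction. Reagent: OMFP substrate, 400 µM final. Times: 50 min at room temperature. Signal: endpoint fluorescence intensity from OMFP dephosphorylation. Read-out basis: % inhibition. Benchmarks: no-enzyme and uninhibited controls.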
NRP1-CendR mod: modulators of CendR peptide binding to NRP-1, primary screen, biochemical, fluorescence polarization, uHTS. Neuropilin-1 (Homo sapiens), O14786. FAM-RPARPAR peptide binding to NRP-1. inhibition, % at 25 µM. 360,000 tested, 0.85% active;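 active = inhibition or corrected inhibition above about 18%, plus a signal ratio from 0.5 to 1.5, limit read from the data, passing the limit was not always enough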; note: strong numbers were not always called active
SKN-1 block: suppressors of acrylamide-induced Pgst-4::GFP reporter in worms, primary screen, SKN-1 inhibitor project, whole organism, uHTS, GFP/RFP fluorescence ratio, strain VP596; 360,000 tested, 0.49% active; C. elegans VP596 Pgst-4::GFP/RFP ratio, 24 h; inhibition, % at 21.8 µM;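 active = interference check ratio from 0.5 to 1.5 plus GFP to RFP signal ratio inhibition reaching or exceeding a fixed threshold, cut at about 30% in these data, passing the limit was not always enough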; note: some compounds called inactive have numbers as strong as hits
DNMT1 inh: human DNMT1 methyltransferase inhibitors, primary screen, biochemical, molecular beacon, fluorescence, HinP1I cleavage, uHTS; AID 588458, 2011; inhibition (reported as % activation of signal), % at 10 µM; 360,000 tested, 0.83% active; in the data active = inhibition above about 50%
SUMO1 PPI mod: modulators of SUMO1 protein-protein interactions, primary screen, biochemical, uHTS | SUMO1 binding to a labelled peptide, TR-FRET, 1 h | inhibition, % at 20 µM | 360,000 tested, 0.33% active; in the data active = inhibition above about 37%
Target sequence (P63165 whole entry, looked up): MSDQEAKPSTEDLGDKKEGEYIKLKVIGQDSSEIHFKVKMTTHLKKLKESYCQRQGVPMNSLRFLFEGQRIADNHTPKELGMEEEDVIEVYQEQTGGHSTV
Scp-1 inhibitor: Scp-1 phosphatase inhibitors, primary screen, biochemical, colorimetric, uHTS; 340,000 tested, 0.88% active; inhibition, % at 20 µM; Recombinant Scp1, phosphopeptide, malachite green phosphate absorbance; Carboxy-terminal domain RNA polymerase II polypeptide A small phosphatase 1 (Homo …;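 active = inhibition above about 50% at 20 µM, limit read from the data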;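 note: plate controls were DMSO wells with enzyme for no effect and wells lacking enzyme for full effect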
Target sequence (Q9GZU7 76-261 limits assumed): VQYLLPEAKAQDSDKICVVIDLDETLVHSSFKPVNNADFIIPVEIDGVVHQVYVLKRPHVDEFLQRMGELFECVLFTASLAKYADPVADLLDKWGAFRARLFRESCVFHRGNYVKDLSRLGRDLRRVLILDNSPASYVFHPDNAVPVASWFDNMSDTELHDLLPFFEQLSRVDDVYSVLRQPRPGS
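Material: truncated SCP-1 phosphatase (76-261aa) / Buffer or medium: 50 mM Tris acetate pH 5.5, 0.005% Tween-20, 10 mM MgCl2 / Compound dosing: one concentration, 20 µM, with 1.0% DMSO / Incubation: 45 min room-temperature reaction, 5 min colour, 30 min stabiliser / Detection: colorimetric free-phosphate detection, absorbance 630 nm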
Neddylation inh: inhibitors of cullin neddylation, primary screen, biochemical, TR-FRET, uHTS, NAE and Ubc12. NEDD8-conjugating enzyme Ubc12 (Homo sapiens) + NEDD8-activating enzyme E1 regulatory …. calls only at 25 µM. 360,000 tested, 0.58% active; in the data active = inhibition above about 36%
Target sequence (P61081 whole entry, looked up): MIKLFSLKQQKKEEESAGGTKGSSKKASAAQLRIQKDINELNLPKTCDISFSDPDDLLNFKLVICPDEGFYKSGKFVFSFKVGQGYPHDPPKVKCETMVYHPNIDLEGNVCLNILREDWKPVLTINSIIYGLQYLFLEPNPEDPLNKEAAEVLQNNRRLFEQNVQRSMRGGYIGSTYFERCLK
Target sequence (Q13564 whole entry, looked up): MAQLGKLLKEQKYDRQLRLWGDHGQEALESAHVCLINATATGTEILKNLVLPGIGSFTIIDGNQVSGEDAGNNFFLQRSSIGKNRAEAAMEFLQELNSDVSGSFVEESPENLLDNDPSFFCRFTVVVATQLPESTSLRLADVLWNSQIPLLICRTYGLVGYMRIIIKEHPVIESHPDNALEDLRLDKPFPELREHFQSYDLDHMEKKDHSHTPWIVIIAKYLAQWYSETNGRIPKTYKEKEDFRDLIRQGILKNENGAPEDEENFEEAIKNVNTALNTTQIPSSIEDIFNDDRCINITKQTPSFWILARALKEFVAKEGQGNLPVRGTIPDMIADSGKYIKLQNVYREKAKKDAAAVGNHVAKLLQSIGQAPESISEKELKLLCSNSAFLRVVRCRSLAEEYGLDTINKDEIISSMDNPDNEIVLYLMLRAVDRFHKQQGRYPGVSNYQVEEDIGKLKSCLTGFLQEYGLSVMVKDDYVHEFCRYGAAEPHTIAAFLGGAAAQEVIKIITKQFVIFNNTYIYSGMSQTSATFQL
* = called active by the depositor; i = inactive; · = no result given. Random draw from the library; any-hit rate near 4.6%.

SMILES | NadD inh | TbMetRS inhib | STEP block | LMPTP inh | NRP1-CendR mod | SKN-1 block | DNMT1 inh | SUMO1 PPI mod | Scp-1 inhibitor | Neddylation inh
COc1ccc(S(=O)(=O)N2CCN(Cc3c[nH]c4ccccc34)CC2)cc1 | -1 | 0.2 | 3 | -0.1 | 13 | 6 | -5 | -3 | -2 | i
CC(NCc1ccc(OCc2ccc(Cl)cc2)cc1)C(O)c1ccccc1 (stereo unspecified) | 0 | -0.6 | 4 | 1.0 | -16 | 2 | 43 | -38 | 7 | i
CCCCC[C@@H]1C=C(C(=O)O)[C@H](c2ccc(OC)c(OC)c2)N1S(=O)(=O)c1ccc(C)cc1 | 1 | -0.2 | 3 | -0.5 | -6 | -10 | 0 | 3 | 8 | i
Cc1cs/c(=N\N=C\c2ccc(O)cc2)n1Cc1ccco1 | -1 | -0.9 | -3 | -0.9 | -4 | 1 | -23 | -6 | 2 | i
CC(=O)NC(c1cccc(F)c1)c1nc(-c2ccc(N(C)C)cc2)cs1 (stereo unspecified) | 4 | 0.4 | -2 | 1.8 | 13 | -1 | -11 | -6 | · | i
O=C(c1cnc2ccc(Cl)cc2c1Cl)N1CCOCC1 | -1 | -0.5 | 2 | -0.8 | 4 | -2 | 0 | -2 | -8 | i
O=c1[nH][nH]c2c1[C@@H](c1ccc(F)cc1)O[C@H](CCOCc1ccccc1)C2 | 1 | -0.1 | · | 4.1 | 0 | -1 | · | 2 | · | i
Cn1c(=O)n(C)c2cc(C(=O)c3ccccc3)ccc21 | -2 | -0.7 | 13 | -0.8 | 1 | 5 | -3 | 0 | -4 | i
O=C(CCCn1nnnc1CN1CCOCC1)N1CCC(c2ccccc2F)C1 (stereo unspecified) | 3 | 0.5 | 0 | 1.0 | -3 | 4 | -1 | 3 | -5 | i
Cc1[nH]c(C)c(S(=O)(=O)N(Cc2ccccc2)C(C)C)c1C(=O)N1CCCC1 | -6 | -0.4 | -1 | -0.8 | 15 | 8 | -1 | -2 | -6 | i
O=C(Cc1cnc2ncnn2c1)N1CCc2c([nH]c3ccccc23)C1c1ccccn1 (stereo unspecified) | 1 | -1.0 | -2 | 1.4 | 0 | -5 | 3 | -2 | -1 | i
CCCC(C(=O)NC(C)(C)CC)N(Cc1ccco1)C(=O)CNS(=O)(=O)c1ccccc1 (stereo unspecified) | -10 | -0.4 | 0 | 0.8 | 2 | -13 | -1 | 1 | -4 | i
CS(=O)(=O)c1ccc(Cl)c(C(=O)NCC2CCCCC2)c1 | -2 | -0.4 | 2 | -1.2 | 4 | 4 | 5 | -2 | -1 | i
Cc1cnc(C(=O)N2CCCC(C(=O)c3ccc(Cl)cc3C)C2)cn1 (stereo unspecified) | -9 | 0.2 | -4 | -1.3 | -11 | -3 | -1 | -5 | 6 | i
O=c1c2cc3c(nc2[nH]c(=S)n1-c1ccccc1)CCCC3 | -4 | 0.3 | -1 | -1.8 | 8 | -5 | 9 | -32 | -7 | i
Cc1ccc(C(=O)NC(=S)NCc2cccnc2)cc1 | -5 | -0.1 | 1 | 1.2 | 2 | -6 | -1 | -5 | 3 | i
CCOc1ccc(Nc2ccc([N+](=O)[O-])c3nonc23)cc1 | -1 | -0.2 | 13 | 18 | 10 | 37* | -6 | -37 | -3 | i
Cc1ccc(S(=O)(=O)N2CCN(C(=O)Cn3c(=O)oc4ccccc43)CC2)c(C)c1 | -8 | -0.2 | 0 | -0.6 | 7 | -2 | 2 | -2 | -9 | i
CC(C)(C)n1nnnc1C(c1cccnc1)N(Cc1ccccc1)Cc1cccs1 (stereo unspecified) | -1 | -0.4 | 2 | 3.0 | 3 | 18 | -5 | 0 | 0 | i
CCC(C)(C)n1nnnc1C(c1cc2cc(C)cc(C)c2[nH]c1=O)N1CCN(C(=O)c2ccco2)CC1 (stereo unspecified) | 7 | 0.8 | 5 | -0.2 | 10 | -2 | -2 | -5 | -12 | i

The closing 3 compounds of the section before lead into the next:
SMILES | NadD inh | TbMetRS inhib | STEP block | LMPTP inh | NRP1-CendR mod | SKN-1 block | DNMT1 inh | SUMO1 PPI mod | Scp-1 inhibitor | Neddylation inh
Cc1ccc(S(=O)(=O)N2CCN(C(=O)Cn3c(=O)oc4ccccc43)CC2)c(C)c1 | -8 | -0.2 | 0 | -0.6 | 7 | -2 | 2 | -2 | -9 | i
CC(C)(C)n1nnnc1C(c1cccnc1)N(Cc1ccccc1)Cc1cccs1 (stereo unspecified) | -1 | -0.4 | 2 | 3.0 | 3 | 18 | -5 | 0 | 0 | i
CCC(C)(C)n1nnnc1C(c1cc2cc(C)cc(C)c2[nH]c1=O)N1CCN(C(=O)c2ccco2)CC1 (stereo unspecified) | 7 | 0.8 | 5 | -0.2 | 10 | -2 | -2 | -5 | -12 | i
CN1C(C(=O)Nc2ccc(OC(F)(F)F)cc2)=CC(c2ccc3c(c2)OCO3)=NS1(=O)=O | -4 | -0.1 | 2 | 4.4 | -4 | 9 | -6 | -7 | -8 | ·
N#C/C(=C\c1ccc2c(c1)OCCO2)C(=O)Nc1ccc(C(=O)O)cc1 | -6 | -0.6 | 0 | -1.5 | -2 | -7 | 3 | -11 | -7 | i
CCOC(=O)c1c(-c2ccc(C)cc2)csc1NC(=O)c1ccc(N2C(=O)CCC2=O)cc1 | 1 | -0.7 | 1 | 1.5 | 9 | 4 | -3 | 16 | -5 | i
COc1ccccc1-c1n[nH]c(=S)n1-c1ccccc1 | -2 | -2.2 | 8 | -1.3 | 8 | 8 | 4 | 29 | -7 | i
Cc1cc(NC(=O)COc2ccc3ccccc3c2Br)no1 | -1 | -0.5 | 0 | -0.8 | -8 | 1 | -19 | 0 | -2 | i
CCn1c(/C=C/c2c(C)n(CC)c3ccccc23)nc2ccccc2c1=O | 5 | 0.5 | -2 | -0.3 | 3 | -6 | 3 | -1 | -8 | i
CC(C)OCCCNC(=O)Cn1ccc2cc(S(=O)(=O)N3CCCCCC3)ccc21 | -1 | -0.7 | -2 | -0.7 | 0 | -4 | 1 | -4 | 1 | i
COc1ccc(/C(C)=N/OC/C(O)=C(\C#N)c2nc3ccccc3[nH]2)c(OC)c1 | 2 | -0.1 | 2 | 1.5 | -1 | 8 | -4 | 5 | -6 | i
N#C/C(=C(/O)c1ccc([N+](=O)[O-])cc1)c1nnc2n1CCCCC2 | -6 | -0.8 | 3 | -1.7 | -3 | -3 | 2 | -17 | -2 | i
COc1cc(C(=O)NC(=S)Nc2ccc([N+](=O)[O-])cc2C)cc(OC)c1OC | -8 | -0.1 | 1 | 0.8 | 7 | 17 | -20 | -7 | -8 | i
O=C(N[C@@H](Cc1ccccc1)C(=O)O)c1cccs1 | -7 | -0.5 | 1 | -0.8 | 0 | 0 | 1 | -1 | -7 | i
Cc1nn(-c2ccccc2)c(N2CCCC2)c1/C=N/NC(=O)c1cc(-c2ccccc2)nc2ccccc12 | 27 | 0.0 | 0 | 2.8 | 10 | 18 | -15 | 2 | -5 | i
O=c1[nH][nH]c2c1[C@H](c1ccc(Cl)cc1)O[C@H](C1CCCC1)C2 | 11 | -0.7 | · | -1.4 | 3 | -11 | · | 3 | · | i
Cc1ccc(N2C(=O)C(O)(C(F)(F)F)C3=C2CC(C)(C)CC3=O)cc1C (stereo unspecified) | -2 | -0.6 | -1 | -1.3 | -2 | -7 | -1 | 5 | 0 | i
COc1ccc(-n2c(C)cc(C(=O)CN3CCC(C)CC3)c2C)cc1 | -6 | -0.2 | 3 | 1.6 | 0 | 1 | -1 | 0 | 2 | i
Cc1cc(C)nc(Sc2c(C)n[nH]c2C)n1 | 3 | -0.2 | 2 | -0.9 | 8 | 4 | 2 | -1 | -1 | i
Cc1ccc(N2C(=O)CC(N3CCN(C4CCc5ccccc5C4)CC3)C2=O)cc1 (stereo unspecified) | -5 | -0.5 | 4 | -3.1 | 4 | 1 | 0 | -4 | -7 | i
CCOC(=O)[C@]12CCC=C1N(Cc1ccccc1)C(=O)[C@H](CC(=O)NCc1cccs1)C2 | 3 | -0.4 | · | -1.4 | -2 | 2 | · | -1 | · | i
O=C(NCCCN1CCOCC1)c1[nH]c(C(F)(F)F)nc1-c1ccccc1 | 0 | 0.1 | -1 | -6.8 | 2 | 12 | 9 | 6 | · | i
Cc1ccc(CSCCNC(=O)c2ccc(C)cc2)cc1 | -2 | -0.4 | 3 | 3.5 | 8 | 1 | 2 | 0 | -1 | i
CCc1ccccc1Oc1nc(NCc2ccccc2)nc2ccsc12 | 14 | 0.2 | 0 | 4.3 | -6 | 11 | -4 | 1 | · | i
Cc1ccc(OCC(=O)NN=C2C3CC4CC(C3)CC2C4)cc1 | -4 | -0.1 | 0 | -1.2 | 0 | 4 | 4 | -2 | -5 | i
O=C(COC(=O)C1CC(=O)N(Cc2ccccc2)C1)Nc1ccccc1F (stereo unspecified) | -1 | -0.5 | -1 | 0.1 | 26* | 0 | 4 | -1 | 21 | i
Cc1c(Cl)cnc(NC(=O)COC(=O)c2ccc(S(=O)(=O)NCc3ccco3)cc2)c1Cl | 22 | 0.5 | -2 | 1.8 | -25 | 10 | 42 | 19 | 62* | i
Cn1nnnc1SCC(=O)NCc1cc([N+](=O)[O-])ccc1O | -5 | -1.4 | -1 | -1.5 | 9 | -1 | -5 | 4 | -1 | i
CC1CCN(C(c2ccc(N(C)C)cc2)c2nnnn2C(C)(C)C)CC1 (stereo unspecified) | 2 | -0.2 | -3 | -0.9 | 12 | 28 | 0 | 2 | -8 | i
COCCNS(=O)(=O)c1cc(Br)ccc1OC | 7 | -1.0 | 0 | -1.9 | -6 | -11 | 1 | -2 | 0 | i

Pulled by compound from the entries so far:
SMILES | NadD inh | TbMetRS inhib | STEP block | LMPTP inh | NRP1-CendR mod | SKN-1 block | DNMT1 inh | SUMO1 PPI mod | Scp-1 inhibitor | Neddylation inh
O=C(COC(=O)C1CC(=O)N(Cc2ccccc2)C1)Nc1ccccc1F (stereo unspecified) | -1 | -0.5 | -1 | 0.1 | 26* | 0 | 4 | -1 | 21 | i
CC1CCN(C(c2ccc(N(C)C)cc2)c2nnnn2C(C)(C)C)CC1 (stereo unspecified) | 2 | -0.2 | -3 | -0.9 | 12 | 28 | 0 | 2 | -8 | i
